Assay outcomes from PubChem BioAssay.
BAZ2B block: qHTS Assay for Inhibitors of BAZ2B | AID 504333, 2011 | AlphaScreen BAZ2B-H3K14Ac peptide displacement | Bromodomain adjacent to zinc finger domain protein 2B (Homo sapiens), Q9UIF8 | 360,000 tested, 4.4% active | Potency, µM (highest dose often 114 µM), for inactives: at the highest dose activity change, negative = inhibition, usual class: inhibitors; further: potency means the concentration at half of the fitted maximal effect; on the % scale 0 is the no-effect control and ±100 the full control effect; nearly all actives have a fitted effect of over 60% in size
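AlphaScreen luminescence quantifies BAZ2B engagement of H3K14Ac peptide; the protein and biotinylated peptide are both at 50 nM final, buffer PBS pH 7.4 with 0.01% Tween-20, all steps at room temperature.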
G9a block: qHTS Assay for Inhibitors of Histone Lysine Methyltransferase G9a; Histone-lysine N-methyltransferase EHMT2 (Homo sapiens), Q96KQ7; AID 504332, 2011; G9a H3K9 monomethylation, AlphaScreen, 2 h; 350,000 tested, 8.8% active; Potency, µM (titrated, usually from 102 µM), without a hit: at the top dose activity, negative = inhibition, usual class: inhibitors; further: potency means the concentration at half of the fitted maximal effect; on the % scale 0 is the no-effect control and ±100 the full control effect; nearly all actives have a fitted effect of over 75% in size
Target sequence (Q96KQ7 913-1193 limits assumed): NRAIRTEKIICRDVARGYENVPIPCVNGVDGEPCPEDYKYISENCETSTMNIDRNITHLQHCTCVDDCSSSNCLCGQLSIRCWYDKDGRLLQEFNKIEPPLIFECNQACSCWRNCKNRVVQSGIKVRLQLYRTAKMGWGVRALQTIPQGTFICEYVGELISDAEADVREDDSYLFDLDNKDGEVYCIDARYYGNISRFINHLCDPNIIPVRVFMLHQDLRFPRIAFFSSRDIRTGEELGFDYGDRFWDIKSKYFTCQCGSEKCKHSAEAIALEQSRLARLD
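G9a (20 nM) was preincubated 15 min with compound, then reacted 2 h at room temperature with 500 nM biotin-H3K9 peptide and 20 µM SAM. Monomethyl-H3K9 detected by AlphaScreen using anti-H3K9me1 antibody.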
Pin1 inh: qHTS Assay to Find Inhibitors of Pin1. Potency, µM (titrated, usually from 115 µM), for the others: top-dose activity, negative = inhibition, actives largely listed as inhibitors. Pin1 FP peptide displacement, HiFluor488, 10 min. Peptidyl-prolyl cis-trans isomerase NIMA-interacting 1 (Homo sapiens), Q13526. 390,000 tested, 0.009% active; active means well fitted inhibition curve with a large enough effect in the polarisation, with a control signal flat, not every such curve was filed as active; inconclusive means small, poorly fitted or top-dose-only effect, or effect the other way, or a change in a side signal; inactive means no such curve, though single readings can be large or run the other way; the % refers to the polarisation; further: potency means the concentration at half of the fitted maximal effect; on the % scale 0 is the no-effect control and ±100 the full control effect
ERG-DNA inh: qHTS for Small Molecule Inhibitors of the ERG Ets/DNA interaction; Potency, µM (series often up to 76.9 µM), for the others: at the top dose FP activity, negative = inhibition, usual class: inhibitors; fluorescence polarization, His-ERG Ets domain / labelled DNA; 370,000 tested, 0.028% active; active means well fitted inhibition curve with a large enough effect in the polarisation, with a control signal flat; inconclusive means small, poorly fitted or top-dose-only effect, or effect the other way, or a change in a side signal; inactive means no such curve, though single readings can be large or run the other way; the % refers to the polarisation;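 further: polarization taken with two DNA probes labelled with fluorescein and Texas red; potency means the concentration at half of the fitted maximal effect; % of control where 0% means no effect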
Target sequence (P11308 whole entry, looked up, the tested form may be a part): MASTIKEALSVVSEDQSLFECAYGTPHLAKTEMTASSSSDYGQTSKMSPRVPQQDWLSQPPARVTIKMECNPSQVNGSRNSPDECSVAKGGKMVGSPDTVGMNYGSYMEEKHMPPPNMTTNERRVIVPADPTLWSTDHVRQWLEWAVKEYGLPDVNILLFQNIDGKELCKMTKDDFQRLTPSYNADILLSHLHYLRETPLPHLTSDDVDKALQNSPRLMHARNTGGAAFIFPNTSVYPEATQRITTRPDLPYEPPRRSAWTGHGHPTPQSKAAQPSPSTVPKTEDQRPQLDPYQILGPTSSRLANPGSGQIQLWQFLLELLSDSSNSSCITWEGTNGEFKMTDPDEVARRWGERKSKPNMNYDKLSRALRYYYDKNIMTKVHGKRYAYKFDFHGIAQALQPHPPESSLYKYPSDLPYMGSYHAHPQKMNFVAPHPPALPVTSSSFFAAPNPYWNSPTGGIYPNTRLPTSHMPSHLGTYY
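His-tagged ERG Ets domain (1 uM in the protein solution; 300mM KCl, 50mM Tris-HCl, 1mM EDTA, 1mM DTT, pH 7.5) received compound, then a probe mix of 5 nM fluorescein-DNA and 100nM Texas-615-DNA. Fluorescence polarization was read for both dyes.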
HP1b binding inh: HTS for Inhibitors of HP1-beta Chromodomain Interactions with Methylated Histone Tails; Potency, µM (titrated, usually from 114 µM), without a hit: at the top dose activity change, negative = inhibition, actives largely listed as inhibitors; 390,000 tested, 0.56% active; AlphaScreen HP1-beta / biotin-H3K9me3 peptide binding; Chromobox protein homolog 1 (Homo sapiens), P83916; further: potency means the concentration at half of the fitted maximal effect; nearly all actives have a fitted effect of over 70% in size; inactives centre near 23
Target sequence (P83916 whole entry, looked up): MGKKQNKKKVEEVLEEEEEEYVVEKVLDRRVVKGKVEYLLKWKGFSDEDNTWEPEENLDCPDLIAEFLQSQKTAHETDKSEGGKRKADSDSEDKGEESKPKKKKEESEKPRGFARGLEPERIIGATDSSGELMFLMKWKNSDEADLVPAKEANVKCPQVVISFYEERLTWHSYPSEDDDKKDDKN
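AlphaScreen: HP1-beta (50 nM) preformed 30 min with biotin-H3(1-18)K9me3 peptide (50 nM) in PBS pH 7.4, 0.01% Tween-20. Compound added for 30 min at RT, then streptavidin donor/nickel chelate acceptor beads (10 ug/mL) for 30 min.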
PGK inhibitor: qHTS Assay to Find Inhibitors of Phosphoglycerate Kinase | Phosphoglycerate kinase, glycosomal (Trypanosoma brucei brucei), P07378 | PGK/GAPDH coupled, Kinase-Glo luminescence, 60 min | Potency, µM (series often up to 57.5 µM), for inactives: top-dose activity change, negative = inhibition, hits mostly inhibitors | 380,000 tested, 0.043% active | AID 602233, 2012; further: potency means the concentration at half of the fitted maximal effect; on the % scale 0 is the no-effect control and ±100 the full control effect; nearly all actives have a fitted effect of over 60% in size
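Luminescent ATP detection (Kinase-Glo Plus) follows a 60-minute room-temperature incubation, with wells lacking PGK as controls. Buffer: 100 mM TEA (pH 7.6), 5 mM MgCl2, 0.01% Tween-20. Coupling enzyme GAPDH (100 nM final) supplies unstable 1,3-BPG in-well.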
PI4K2A inh: qHTS for small molecular inhibitors of PI4K2A; Phosphatidylinositol 4-kinase type 2-alpha (Homo sapiens), Q9BTU6; purified PI4K2A, ADP-Glo luminescence, 1 h; hits give low values; activity change, negative = inhibition, % at 76.9 µM; 420,000 tested, 0.13% active; AID 1346378, 2018; in the data active means activity change below about -50%; inconclusive means mostly about -30% to -49%;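 further: -100% = wells without enzyme as full effect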
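Compounds are screened against recombinant PI4K2A using PI as substrate and ATP, the latter dispensed at 300 microM. Reactions run one hour at ambient temperature before ADP-Glo detection; full inhibition defined by wells lacking enzyme.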
GLS inhibitor: qHTS for Inhibitors of Glutaminase (GLS); Potency, µM (highest dose often 45.5 µM), for inactives: at the highest dose activity change, negative = inhibition, actives largely listed as inhibitors; AID 624170, 2012; 410,000 tested, 0.21% active; GLS enzymatic activity, qHTS titration; further: potency means the concentration at half of the fitted maximal effect; on the % scale 0 is the no-effect control and ±100 the full control effect
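hKGA in 45 mM KH2PO4 (pH 8.2), 0.02% Tween-20 with compound, then 1mM L-Glutamine (stock as added) plus glutamate oxidase/HRP/Amplex red coupling mix. Fluorescence read initially and after 30 min at RT; signal change reflects glutamate formation.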
JMJD2A Tudor: qHTS Assay for Inhibitors of JMJD2A-Tudor Domain; Lysine-specific demethylase 4A (Homo sapiens), O75164; AlphaScreen JMJD2A-Tudor / H3K4me3 peptide binding; Potency, µM (doses to about 114 µM), for the others: at the top dose activity change, negative = inhibition, actives largely listed as inhibitors; 390,000 tested, 4.4% active; AID 504339, 2011; further: potency means the concentration at half of the fitted maximal effect; on the % scale 0 is the no-effect control and ±100 the full control effect; nearly all actives have a fitted effect of over 50% in size
* marks the source's active call; other numbers are inactive results; i = inactive; ? = inconclusive; nt = not tested or not shown; [ ] = remark or other dose. Unless noted, the call rests on the fitted dose curve; in most records, active means well fitted curve in the direction sought with a large enough effect; inconclusive means small, poorly fitted or top-dose-only effect, or another doubt; inactive means no such curve, though single readings can be large; an effect the other way counts as inactive or inconclusive.

SMILES	BAZ2B block	G9a block	Pin1 inh	ERG-DNA inh	HP1b binding inh	PGK inhibitor	PI4K2A inh	GLS inhibitor	JMJD2A Tudor
OCCNC(=S)Nc1cc(Cl)cc(Cl)c1	-11%	32%	-6%	-9%[15.4 µM]	31%	-2%	0	-1%	-3%
Cc1nn(CC(=O)NCc2cccc(Br)c2)c(=O)c2c1sc1ccccc12	-2%	?	8%	-2%	41%	-3%	-2	2%	-35%
COC(=O)C(C(=O)OC)C(C(=O)OC)C(C(=O)OC)C(=O)OC	5%	7%[59 µM]	-1%	18%	54%[activator]	-5%	0	-7%	-24%[11.4 µM]
CCc1cccc(NC(=O)Cn2c3[n+](c4ccc(C(F)(F)F)cc42)CCCCC3)c1	-6%	5.6µM*	-5%	-6%	-10%	3%	-4	2%	-16%
Cc1ccc(-c2ccc(CO)o2)cc1N	-28%	13%[59 µM]	-3%	5%	10%	3%	1	0%	-15%
O=C(Nc1ccc(F)cc1)c1ccccc1	1%	4%[59 µM]	-10%	-5%	25%	i	1	-5%	3%
Nc1nn(-c2ccccc2)nc1C(=O)OCc1c(F)cccc1Cl	10%	45%[59 µM]	9%	1%	68%[activator]	-7%	0	5%	28%
CCNS(=O)(=O)c1cc(-c2nnc(Nc3cccc(C(F)(F)F)c3)c3ccccc23)ccc1C	-4%	-24%[59 µM]	0%	-1%	36%	i	1	2%	-16%
Clc1ccc(-c2nc3n(n2)Cc2ccccc2-3)cc1	5%	?	42%[activator]	-1%	120%[activator]	-11%	-11	2%	?
O=c1cc(-c2ccccc2)n2c(SCc3c(F)cccc3Cl)nnc2[nH]1	0%	-1%[59 µM]	0%	0%	9%	-2%	3	-4%	-7%
O=C(NNC(=O)C1CC2CCC1C2)c1sc2ccccc2c1Cl (centres undefined)	-5%	1%[59 µM]	-1%	-3%	38%	0%	0	13%	-3%
CCN(CC(=O)Nc1c(F)cccc1F)C(=O)/C=C/c1ccc2ccccc2n1	8.9µM*	7.1µM*	nt	nt	-89%	?	?	10µM*	3.5µM*
CCC(CO)NCc1ccc2c(c1)n(C)c(=O)n2C (centres undefined)	10%	17%	-2%	7%	18%	-3%	1	-14%	-17%
CC(=O)Nc1ccc(S(=O)(=O)N[C@@H](C)C(=O)N(C)Cc2cccs2)cc1	-5%	16%[59 µM]	-8%	-1%	39%[activator]	-3%	4	3%	-14%
COc1ccc(CCNC(=O)CSc2nc(-c3ccc(OC)c(OC)c3)ccc2C#N)cc1	0%	-2%[59 µM]	18%	0%	18%	3%	-4	2%	-20%
Cc1oc(-c2cccs2)nc1CS(=O)CC(=O)NCCCOC(C)C (centres undefined)	5%	?	8%	-2%	45%[activator]	2%	3	1%	-11%
Cc1cc(NC(=O)CN2CCOCC2)n(-c2nc3ccccc3s2)n1	0%	4%[59 µM]	0%	6%	35%	-3%	-6	7%	-13%
O=c1c2ccccc2c(C=Nc2cccc(S(=O)(=O)NC3=NCCCCC3)c2)c(O)n1Cc1ccccc1	-13%	-43%[12.7 µM]	?	-2%	25%	-1%	-3	1%	-16%[11.4 µM]
Cc1oc(-c2ccccc2)cc1C(=O)Nc1ccccc1	-21%	-6%[2.33 µM]	-17%	-7%	28%	-9%	2	1%	-7%
COc1ccc(NC(=O)c2sccc2-n2cccc2)cc1	?	-41%	-9%	-4%	-30%	9%	-5	33%[activator]	?
Cc1cc(C)cc(NC(=O)NC2CCCCCCC2)c1	3%	nt	-1%	-2%	39%	3%	-1	-1%	-3%
Cc1sc2nc(CSCC(=O)Nc3ccccc3C#N)[nH]c(=O)c2c1C	7%	?	45%[activator]	-1%	-6%	2%	-1	6%	-17%
COc1ccc2cc(CN(CC3COCCO3)S(=O)(=O)c3ccccc3)c(=O)[nH]c2c1 (centres undefined)	9%	14%[59 µM]	-15%	5%	35%	3%	1	8%	-5%
C=CCn1c(=O)c(C(=O)Nc2ccc(C)cc2)c(O)c2ccccc21	12%	nt	7%	-4%	49%[activator]	i	7	-13%	4%
O=C(C1=C[C@@H](c2ccc3c(c2)OCO3)C[C@@H](OCc2ccc(CO)cc2)O1)N1CCOCC1	-18%	8%[12.7 µM]	-5%	-1%	36%	0%	5	-6%	-7%
CC(C)CCNC(=O)NC(=O)COC(=O)C1=COCCO1	1%	9%[59 µM]	-7%	4%	24%	-6%	4	1%	-9%
CCCCc1cc(=O)oc2cc(C)cc(OC(C)C(=O)NC(Cc3c[nH]c4ccc(O)cc34)C(=O)O)c12 (centres undefined)	1%	4%[12.7 µM]	5%	-2%	14%	0%	-6	?	-27%
Cc1ccc(SCC(=O)N(C)CC(=O)Nc2cccc(F)c2)cc1	-1%	3%[0.501 µM]	1%	-5%	31%	i	-4	1%	-8%
COC(=O)CN1C(=O)C(O)(CC(=O)c2cccc(Br)c2)c2ccccc21 (centres undefined)	5%	?	-6%	10%	32%	-2%	7	0%	-25%
O=C(NNC(=O)c1nn(-c2ccc(F)cc2)ccc1=O)Nc1cccc(Cl)c1	4%	15%	-5%	3%	62%[activator]	-4%	4	-5%	-1%
Cc1cc(C)n2nc(SC(C)C(=O)NC3CCCCC3C)nc2n1 (centres undefined)	-1%	0%[0.501 µM]	1%	-21%	20%	-8%	-9	-25%	-2%
Cc1ccc(C(=O)NCC(=O)Nc2cccc(C(F)(F)F)c2)cc1	10%	24%[59 µM]	-1%	-8%	15%	i	-2	-8%	-6%
COc1cc(OC)cc(C(=O)Nc2ccc(-c3nc4ccccc4s3)c(C)c2)c1	3%	-22%[59 µM]	3%	2%	41%[activator]	1%	2	-2%	-22%
Cc1cc(NC(=O)c2cc(-c3ccncc3)nc3c(C)cccc23)no1	-17%	-3%[12.7 µM]	24%	-1%	-13%	-1%	-15	1%	-8%[57.1 µM]
CS(=O)(=O)N1CCC(C(=O)NCc2ccc(F)cc2)CC1	0%	-18%	-1%	-8%	42%[activator]	-6%	2	-19%	-13%
CCCCCC(=O)Nc1ccccc1N1CCOCC1	1%	18%[59 µM]	-1%	-9%	28%	3%	3	3%	6%[57.1 µM]
CCOc1cc(/C=N/NC(=O)c2ccc(NC(=O)C3CC3)cc2)ccc1O	-1%	20%	0%	-6%	30%	2%	1	19%	-4%
CN(C(=O)CSc1nc2ccccc2c(=O)n1-c1ccccc1Cl)C1CCS(=O)(=O)C1 (centres undefined)	nt	nt	2%	-7%	13%[57 µM]	0%	-2	5%	-8%
Cc1cc(C(=O)OCC(=O)NC2CC2)c2ccccc2n1	32%[activator]	?	-23%	1%	48%[activator]	-1%	-3	-2%	-7%
CC(=O)N1CCN(CCN=CC2=C(O)CC(c3ccc(Cl)cc3)CC2=O)CC1 (centres undefined)	-6%	50µM*	4%	1%	50%[activator]	-2%	-1	-6%	-12%
O=C(C1CCN(c2nc(-c3ccccc3)nc3c2CCC3)CC1)N1CCCC1	nt	nt	-6%	-6%	24%	-1%	0	-1%	-15%
COc1ccc(NC(=S)NCc2ccccc2Cl)c(OC)c1	13%	nt	-14%	-4%	-11%	5%	2	-15%	-19%
CC1(C2CC2)NC(=O)N(CC(=O)N2CCN(c3ccccc3Cl)CC2)C1=O (centres undefined)	7%	-50%	-1%	5%	-5%	-6%	0	9%	-3%
CCOc1ccc(Nc2nc(N)nc(CN3CCN(c4ccccc4F)CC3)n2)cc1	56µM*	?	-4%	-7%	11%	0%	-2	6%	?
COC(=O)[C@H](CCSC)NC(=O)NC1CC1	2%	8%	1%	0%	39%[activator]	5%	0	12%	-33%
Cn1nc(-c2ccccc2)c2ncc(C(F)(F)F)cc21	0%	5%	1%	-2%	24%	-3%	-2	0%	3%
Cc1nn(-c2ccc(N3CCOCC3)nn2)c(C)c1CCC(=O)Nc1ccc(F)cc1	-10%	16%	6%	14%	5%	-8%	-3	1%	?
COc1cc(/C=C/C(=O)NCC2CCCCC2)cc(OC)c1OC	-17%	-7%	3%	-2%	26%	-7%	2	-17%	4%
COc1cc(OC)cc(C(=O)Nc2cc(NC(=O)c3ccco3)ccc2OC)c1	-1%	1%[59 µM]	0%	1%	34%	i	4	-6%	-34%
C#CCNC(=O)C1=C[C@H](c2cn(C(C)=O)c3ccccc23)C[C@H](OCc2ccc(CO)cc2)O1	?	?	0%	0%	27%	-5%	4	-2%	-16%
